SRC3 TRFRET art: flags TR-FRET format artefacts in PPARgamma SRC-3 recruitment agonist screen | TR-FRET ratio at 8 µM | 99,000 compounds, 0.39% hits | TR-FRET artefact counter-screen, PPARgamma/SRC-3 format; hits give high values; in the data active means TR-FRET ratio above about 2000; further: inactives centre near 1600; reference of the scale not given here
SRC1 TRFRET art: TR-FRET artefact, counter-screen to PPARgamma/SRC-1 agonist assay. TR-FRET detection artefact counter-screen, emission ratio; hits give high values. TR-FRET ratio at 8 µM. 99,000 compounds, 0.34% hits. AID 1051; in the data active means TR-FRET ratio above about 2300; further: inactives centre near 1800; reference of the scale not given here
Active calls of the source: *.

Structure	SRC3 TRFRET art	SRC1 TRFRET art
COc1cc2occc2c2oc(=O)ccc12	1322	1789
O=C(O)CSC(=S)N1CC2CC(C1)c1cccc(=O)n1C2 (stereo not drawn)	1678	1505
c1ccc2c(c1)CSc1ccccc1C2C1=NCCN1 (stereo not drawn)	1521	1856
COc1cccc(NP(=O)(Oc2ccccc2Cl)Oc2ccccc2Cl)c1	1610	1752
Cc1ccc(-c2nc3ccccc3c(=O)n2-c2ccc(O)cc2)cc1	1544	1941
Cc1c(N=Nc2c(O)[nH]c(=O)[nH]c2=O)c(=O)n(-c2ccccc2)n1C	1340	1510
COC(=O)C(O)(c1ccc(NC(=O)Oc2ccccc2)cc1)C(F)(F)F (stereo not drawn)	1633	1882
NCC(O)c1ccc(O)cc1 (stereo not drawn)	1833	2140
Cn1cc2c([N+](=O)[O-])cc([N+](=O)[O-])cc2n1	1579	1841
CC(=O)NN1C(=O)c2ccccc2NC1c1cccnc1 (stereo not drawn)	1635	1811
C[C@]12CCC(=O)C=C1CCC1C2CC[C@@]2(C)C1CC[C@@]2(O)CC#N (stereo partly drawn)	1836	1703
Cc1ccc(C)c(Cn2c(C(=O)O)c(C=O)c3ccccc32)c1	1508	1608
Cc1ccnc(-n2c(C)cc(/C=C3\C(=O)NC(=S)N(C)C3=O)c2C)c1	1665	1986
O=C1NC(=S)N(C2CC2)C(=O)/C1=C/c1ccc2c(c1)CCN2CCCCl	1809	2184
Cc1oc(-c2ccc(F)cc2F)nc1CN1C[C@@H]2C[C@@H](C1)c1cccc(=O)n1C2	1783	1857
CN(C)CC1CCCCC1OC(=O)c1ccc(Cl)c(Cl)c1 (stereo not drawn)	1525	1670
CN1C(=O)C(=Cc2ccc(Sc3ccccc3)o2)C(=O)N(C)C1=O	1753	1978
CCOC(=O)C1(CCCc2ccccc2)CCN(C2CCC2)CC1	1691	1982
CCn1ccnc1CN1CCCC(C(=O)c2ccc(OC)cc2OC)C1 (stereo not drawn)	1683	1910
Cc1nc(Cl)sc1C(=O)Nc1ccc2ccccc2c1	1629	1949
Cc1cc(C)[n+](C2C3CC4CC(C3)CC2C4)o1 (stereo not drawn)	1720	2040
O=C(Nc1nccs1)C(Cl)(Cl)Cl	1423	1784
CC(C)c1ccc(C2N3CCCN23)cc1 (stereo not drawn)	1302	1666
Cc1ccc(-n2c(O)c(/C=N/c3ncc(Br)cc3Br)c(=O)[nH]c2=O)cc1	1316	1717
C=CCN1C(=O)NC(=O)/C(=C/c2ccoc2)C1=O	1551	1783
C[N+]1(C)CCOC(O)(c2ccc(-c3ccc(C4(O)C[N+](C)(C)CCO4)cc3)cc2)C1 (stereo not drawn)	1573	1509
CCOc1ccc(NC(=O)c2ccc(NC(=O)COC(=O)Cc3ccccc3)cc2)cc1	1536	1744
Cc1cc2ccccc2c(=O)n1CC(=O)NCC(=O)N1CCC2(CC1)OCCO2	1392	1555
O=C(CN1CCCCC1)c1ccccc1F	1453	2038
CCn1cc(C(=O)N2CCOCC2)c2ccccc21	1718	1903
CN(C)CCCN=Cc1c(O)n(Cc2ccco2)c(=O)[nH]c1=O	1636	1674
Nc1c(C(=O)NCc2ccco2)c2nc3ccccc3nc2n1Cc1ccccc1	1535	1990
Nc1ccncc1Cl	1713	1861
COc1ccc2nc3oc(C(=O)N4CCC5(CC4)OCCO5)cc3cc2c1	1558	1870
c1cncc(CNC2CCCC2)c1	1585	3393*
CN(C)C(=O)Oc1ccc(Br)c2ccccc12	1660	1755
COc1ccc(C(Nc2ccccc2)P(=O)(Oc2ccccc2)Oc2ccccc2)cc1 (stereo not drawn)	1658	1607
O=C(NCCCN1CCOCC1)C(Cl)(Cl)Cl	1460	1937
Cc1ccc(-n2c(O)c(/C=N/NC(=O)c3ccncc3)c(=O)[nH]c2=O)cc1C	1693	1755
C=C1C2C[C@H](O)C(C)(C)[C@@]2(O)[C@H](O)C[C@]23C[C@@](C)(O)[C@H](CC[C@H]12)[C@H]3OC(C)=O (stereo partly drawn)	1452	1522
C[N+]1(CC(COCc2ccccc2)OC(=O)Cc2ccccc2)CCOCC1 (stereo not drawn)	1506	2078
O=C1NC(=O)N(CCc2ccc(F)cc2)C(=O)/C1=C/c1ccco1	1561	1783
CCOP(=O)(OCC)C(NS(=O)(=O)c1ccccc1)C(Cl)(Cl)Cl (stereo not drawn)	1690	1858
S=c1[nH]c2ccccc2[nH]1	1827	1976
COc1cc(CNCCc2ccc3c(c2)OCO3)cc(OC)c1OC	1324	1550
CCCOP(=O)(OCCC)C(NC(=O)c1cc(OC)c(OC)c(OC)c1)c1ccccc1 (stereo not drawn)	1596	1785
CCN(CC)c1ccc(/C=C2/C(=O)NC(=O)N(Cc3ccco3)C2=O)cc1	1636	1956
CC1(C)CSC(=NCc2ccccc2)N1	1655	1935
Cc1[nH]c2ccccc2c1CCCNC1CCCCC1	1602	1689
Cc1ccc(N2C(=O)NC(=O)C(CCc3ccccn3)(Cc3cccc(Cl)c3Cl)C2=O)cc1 (stereo not drawn)	1565	1748
O=C(Cn1ccc2ccccc2c1=O)NCC(=O)N1CCC2(CC1)OCCO2	1429	1348
COc1ccc(OC)c(N2C(=O)NC(=O)/C(=C\c3ccc([N+](=O)[O-])s3)C2=O)c1	1351	1714
Fc1ccc(Cn2nnnc2C(c2ccc(Cl)cc2)N2CC=C(c3ccc(F)cc3)CC2)cc1 (stereo not drawn)	1562	1609
O=C1NC(=S)N(c2ccccc2F)C(=O)/C1=C\c1cccs1	1762	2042
CCOC(=O)c1c(NS(=O)(=O)c2ccccc2)n(CCCOC)c2nc3ccccc3nc12	1605	1861
COc1ccccc1OCC#CCN1CCCC1	1563	1761

Complete entries, looked up by structure.
Cc1ccc(N2C(=O)NC(=O)C(CCc3ccccn3)(Cc3cccc(Cl)c3Cl)C2=O)cc1 (stereo not drawn) across the screens: SRC3 TRFRET art = 1565; SRC1 TRFRET art = 1748
O=C(Cn1ccc2ccccc2c1=O)NCC(=O)N1CCC2(CC1)OCCO2 across the screens: SRC3 TRFRET art = 1429; SRC1 TRFRET art = 1348
Cc1[nH]c2ccccc2c1CCCNC1CCCCC1 across the screens: SRC3 TRFRET art = 1602; SRC1 TRFRET art = 1689

Filtered by structure: those above with a thiophene ring, fused or not.
Structure	SRC3 TRFRET art	SRC1 TRFRET art
COc1ccc(OC)c(N2C(=O)NC(=O)/C(=C\c3ccc([N+](=O)[O-])s3)C2=O)c1	1351	1714
O=C1NC(=S)N(c2ccccc2F)C(=O)/C1=C\c1cccs1	1762	2042

(next part)
Structure	SRC3 TRFRET art	SRC1 TRFRET art
O=C(CNC(=O)c1cccc(Cl)c1)Nc1ccc(Br)cc1C(=O)c1ccccc1	1482	1496
O=C1NC(=O)C(CCc2ccncc2)(CCc2ccncc2)C(=O)N1Cc1ccc(F)cc1	1488	1708
CCCCn1c(=O)c(C(=O)Nc2ccccc2)c(O)c2ccccc21	1624	1678
CC(C)(C)c1ccc(C(=O)C2CCCN(Cc3ccon3)C2)cc1 (stereo not drawn)	1485	1892
CC/C(=N\Nc1cccc2ccccc12)c1c(O)[nH]c(=O)[nH]c1=O	1687	1949
CCCC12CN3CCN(CC(C3)/C1=N\NC(=O)c1ccncc1)C2	1655	1868
CCN(CC)P(=O)(NC(=O)c1cccn1C)N(CC)CC	1539	1737
O=C(c1ccccc1)c1ccc(N=Nc2c(O)[nH]c(=O)[nH]c2=O)cc1	1561	1804
O=c1[nH]c(=S)n(Cc2ccc(F)cc2)c(O)c1/C=N/N1CCCCCC1	1523	1589
O=C1NC(=O)C(=Cc2ccc(SC3CCCCC3)o2)C(=O)N1	1683	1861
CCOc1ccc(N2C(=O)NC(=O)/C(=C\c3ccc(N4CCOCC4)cc3C)C2=O)cc1	1529	1863
Oc1ccccc1/C=N/NP(=S)(c1ccccc1)c1ccccc1	1528	1842
Cc1ccccc1N1C(=O)NC(=O)/C(=C\c2cc(C)n(C)c2C)C1=O	1527	1702
O=C(Cc1ccccc1)N1CCN(Cc2ccc([N+](=O)[O-])cc2)CC1	1779	1788
CN1C2CCC1CC(OC(=O)c1ccc(Cl)cc1)(C(=O)O)C2 (stereo not drawn)	1542	1630
Cc1c(C(=O)O)cccc1-n1c(C)cc(/C=C2\C(=O)NC(=O)N(c3ccc4c(c3)OCO4)C2=O)c1C	1662	1823
Cc1ccc(-c2cc(C(=O)N3CCC4(CC3)OCCO4)no2)cc1	1270	1410
CC1(C)CC(=O)c2cc(OCC(=O)N3CCN(Cc4ccccc4)CC3)ccc2O1	1261	1691
O=C1/C(=C/c2ccc([N+](=O)[O-])cc2)N2CCC1CC2	1671	2065
CCOC(=O)C(O)(c1ccc(NC(=S)NC(=O)c2ccc(Cl)cc2Cl)cc1)C(F)(F)F (stereo not drawn)	1460	1913
C[C@H]1CC[C@@H]2[C@@H](C)[C@H]3[C@H](C[C@H]4[C@@H]5CC=C6C[C@@H](O[C@@H]7O[C@H](CO)[C@H](O)[C@H](O[C@@H]8O[C@H](CO)[C@@H](O)[C@H](O)[C@H]8O)[C@H]7O[C@@H]7O[C@@H](C)[C@H](O)[C@@H](O)[C@H]7O)CC[C@]6(C)[C@H]5CC[C@]34C)N2C1	1506	1654
Nc1ccc(C2(c3ccc(N)cc3)CCCCC2)cc1	1490	1706
COc1ccc(OC)c(NP(=O)(Oc2ccc(Cl)cc2)Oc2ccc(Cl)cc2)c1	1757	1830
Cc1ccc(O)c(CN2CCN(c3ccccc3)CC2)c1	1590	1959
O=c1[nH]sc2cc(F)ccc12	1695	1887
O=C(c1c[nH]c2ccc(S(=O)(=O)N3CCC4(CC3)OCCO4)cc2c1=O)N1CCC2(CC1)OCCO2	1571	1677
CC(C)Oc1ccc(CCN)cc1Cl	1612	1537
CN1C(=O)C(=Cc2ccccc2OCc2ccc(Cl)cc2)C(=O)N(C)C1=O	1710	1890
CCn1c(NN=O)nc2ccccc21	1619	1807
COc1ccc(C(O)c2cc(OC)ccc2OP(=O)(N(C)C)N(C)C)cc1 (stereo not drawn)	1419	1490
O=C(/C=C/C=C/c1ccccc1)CC1(O)C(=O)Nc2ccccc21 (stereo not drawn)	1753	2148
CN1C(=O)NC(=O)/C(=C\C=C\c2ccccc2[N+](=O)[O-])C1=O	1482	1675
COc1ccc(C(C)=O)cc1CC(C(=O)c1ccccc1)N(C)C (stereo not drawn)	1620	2073
CN1CCN(c2nc3ccccc3c(=O)n2-c2ccccc2)CC1	1501	1664
Cc1ccccc1CN1CCN(Cc2ccccc2)CC1	1651	1933
COc1cccc(C(=O)C2CCCN(C3CCOCC3)C2)c1 (stereo not drawn)	1619	1511
c1ccc2c3c(ccc2c1)OCC1CONC31 (stereo not drawn)	1617	2056
Cc1cc(/C=C2/C(=O)NC(=O)N(Cc3ccco3)C2=O)c(C)n1-c1ccc(C(=O)O)cc1	1476	1535
c1ccc2c(c1)CC1CNCc3cccc(c31)S2 (stereo not drawn)	1447	1733
Cc1ccn2nc(S(=O)(=O)Nc3c(F)cccc3F)nc2n1	1519	1979
CC(O)(CS(=O)(=O)c1ccc(F)cc1)C(=O)Nc1ccc(C#N)c(C(F)(F)F)c1 (stereo not drawn)	1567	1851
O=C(CNC(=O)c1ccc(Br)cc1)Nc1ccc(Br)cc1C(=O)c1ccccc1	1680	1739
COCCCn1c(N)c(C(=O)OC(C)COC)c2nc3ccccc3nc21 (stereo not drawn)	1596	1482
O=P(Oc1ccccc1)(Oc1ccccc1)C(Nc1ccccc1)c1ccccc1 (stereo not drawn)	1627	2003
Cc1ccc2cc(C=C(C#N)C#N)c(Cl)nc2c1	1587	1862
Nc1cc(N2CCNCC2)c([N+](=O)[O-])cc1Cl	1379	1639
CC(=O)Nc1ccccc1C(=O)OCc1ccccc1F	1692	2027
COc1ccc(C2C(C(=O)N3CCC4(CC3)OCCO4)CC(=O)N2c2ccc(OC)cc2)cc1 (stereo not drawn)	1442	1670
COc1cc(OC)c(OC)cc1CNCCc1ccc(OC)c(OC)c1	1615	1753
Cc1ccc(N2Cc3ccccc3C2=N)cc1[N+](=O)[O-]	1636	1943
Cc1ccc(S(=O)(=O)NCCC(=O)Nc2ccc(Cl)cc2C(=O)c2ccccc2)cc1	1530	1889
CCn1c(=O)n(CC)c2cc([N+](=O)[O-])c(N3CCNCC3)cc21	1827	1831
C[C@]12CCC(=O)C=C1CC[C@@H]1[C@@H]2C(=O)C[C@]2(C)C(=O)CC[C@@H]12	1573	1750
CCn1cc(CN2CCCC(C(=O)c3cccc(OC)c3)C2)c(C)n1 (stereo not drawn)	1693	1833
C[C@@H]1CC2(CCCC[N+]2(C)C)C[C@H]1C	1579	1961
CNC(=O)c1cccn(Cc2cccc(C(F)(F)F)c2)c1=O	1582	1797

Following part:
Structure	SRC3 TRFRET art	SRC1 TRFRET art
COc1ccc(-n2c(/C=C3/C(=O)Nc4ccccc43)nc3ccccc3c2=O)cc1	1652	1711
Cc1cc(C)n2c(Br)c(CN3CC4CC(C3)c3cccc(=O)n3C4)nc2n1 (stereo not drawn)	1821	1883
CCC(=NCCC(c1ccccc1)c1ccccc1)c1c(O)n(C)c(=O)n(C)c1=O	1711	1668
NP(=O)(Oc1ccccc1Cl)Oc1ccccc1Cl	1600	1721
COc1ccc2c3c([nH]c2c1)C(C)=NCC3	1581	1570

Some of the compounds tested; rates above refer to the full screens.
